Screening data: PubChem BioAssay, several laboratories
MsrA inh = bovine MsrA inhibition | 360,000 compounds, 0.75% hits | purified bovine MsrA, absorbance read-out | inhibition, % at 15.5 µM; in the data active = inhibition above about 4.5%;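 also: 0% = vehicle wells with enzyme and 100% = reference inhibitor wells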
FAS-TE inh = FAS thioesterase (human) inhibition | P49327 | recombinant FAS-TE, OMFH fluorogenic substrate, fluorescence endpoint | inhibition, % at 15 µM | 360,000 compounds, 0.67% hits | AID 602261;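 active = compounds whose normalised, plate-corrected inhibition of enzyme fluorescence in the single-dose primary screen is 50% or more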;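 also: 0% = DMSO with enzyme and 100% = substrate without enzyme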
NRP1-CendR mod = NRP-1/CendR interaction modulation | O14786 | FAM-RPARPAR peptide binding to NRP-1, fluorescence polarization | inhibition, % at 25 µM | 360,000 compounds, 0.85% hits | AID 602438;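 active = inhibition or corrected inhibition above about 18%, plus a signal ratio from 0.5 to 1.5, limit read from the data, passing the limit was not always enough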; also: strong numbers were not always called active
bovine MsrA act = bovine methionine sulfoxide reductase A activation. activation, % at 10.6 µM. purified bovine MsrA, absorbance read-out. 360,000 compounds, 0.3% hits; in the data active = activation above about 7.5%;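 also: 0% = vehicle and 100% = reference activator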
Tb MetRS inh = Trypanosoma brucei MetRS inhibition | purified T. brucei MetRS, ATP depletion, Kinase-Glo luminescence | inhibition, % at 11.9 µM | 360,000 compounds, 0.4% hits;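 active = inhibition above a per-plate cutoff of the control wells' mean inhibition plus 3 SD, cut at about 5.5% in these data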;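 also: 0% = DMSO wells median and 100% = median of wells with control inhibitor compound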
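technique = Kinase-Glo luminescence, ATP depletion format | system = purified MetRS (methionyl-tRNA synthetase) enzyme from Trypanosoma brucei | timing = 15 min preincubation, 2 h reaction, all 25 °C | evaluation = percent inhibition versus plate control medians | dosing = single dose, 11.9 µM final nominal, 0.9% final DMSO | also added = substrates ATP, L-methionine and bulk Escherichia coli tRNA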
E coli Lon inh = E. coli protease La inhibition. inhibition, % at 7.94 µM. 360,000 compounds, 0.42% hits. purified E. coli Lon protease, fluorescence polarization. P0A9M0; in the data active = inhibition above about 13%, passing the limit was not always enough;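 also: 0% = enzyme with probe and DMSO and 100% = no enzyme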
MT1-MMP act inh = blocks activation of human MT1-MMP | P50281 | GFP/RFP ratio change, % at 20 µM | 360,000 compounds, 0.061% hits | HT1080 RFP-PRO-GFP cells, GFP/RFP ratio fluorescence, overnight; percent of plate control window, DMSO zero;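 active = GFP/RFP ratio change of at least 30% with cell ATP level not reduced by more than half and red fluorescence within 50% of control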; also: strong numbers were not always called active
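Material: RFP-PRO-GFP reporter HT1080 cells. Dosing: single-point 20 µM compound, 1% DMSO. Controls: DMSO and RFP-L50D-GFP cell wells. Timing: cells overnight before dosing, compound overnight, 37 °C, 5% CO2. Measure: GFP/RFP fluorescence ratio.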
MLLE-PAM2 inh = blocks PAM2 peptide binding to the PABP1 MLLE domain. P11940. GST-MLLE / FITC-PAM2 fluorescence polarization. inhibition, % at 20 µM. 360,000 compounds, 0.36% hits. AID 588489; in the data active = inhibition above about 35%, passing the limit was not always enough;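 also: plate controls were DMSO wells with GST-MLLE for no effect and wells lacking GST-MLLE protein for full effect; some results filed as inactive read as strong as hits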
SKN-1 inh = C. elegans SKN-1 inhibition; 360,000 compounds, 0.49% hits; AID 624304; C. elegans VP596 Pgst-4::GFP/RFP ratio, acrylamide-induced, 24 h; inhibition, % at 21.8 µM;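 active = interference check ratio from 0.5 to 1.5 plus GFP to RFP signal ratio inhibition reaching or exceeding a fixed threshold, cut at about 30% in these data, passing the limit was not always enough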; also: some compounds called inactive have numbers as strong as hits
Numbers without * were called inactive; x = no result given. This is a random part of the collection (roughly 4% active in at least one column).

SMILES	MsrA inh	FAS-TE inh	NRP1-CendR mod	bovine MsrA act	Tb MetRS inh	E coli Lon inh	MT1-MMP act inh	MLLE-PAM2 inh	SKN-1 inh
CCc1cc(=O)oc2cc3occ(-c4ccc(OC)c(F)c4)c3cc12	0.6	26	-16	-3	0.1	-11	3	6	0
O=C(C1CCN(S(=O)(=O)c2ccc(Cl)cc2)CC1)N1CCOCC1	-0.8	-8	5	-8	-0.3	-2	-3	24	0
Cc1ccc(C(=O)Nc2ccc(NC(=O)c3ccccc3Cl)c(C)c2)cc1	0.2	-5	12	-1	-0.3	-20	2	6	-17
CC1(C)CC(CCC(=O)Nc2ccc(S(N)(=O)=O)cc2)C(=O)O1 (stereo not given)	-0.1	-1	-1	-1	-0.2	-4	1	-8	-3
CC(C)c1ccc(NC2CCCN(C(=O)c3ccccc3-c3ncc[nH]3)C2)cc1 (stereo not given)	-0.6	-4	5	-3	-0.2	0	0	-4	-6
CCOC(=O)C(NC(=O)OC(C)C)(Nc1nccs1)C(F)(F)F (stereo not given)	0.4	-2	-2	-3	-1.4	7	0	6	-12
Cc1cccc(Nc2nc3c(c(=O)n(C)c(=O)n3C)n2CC(O)CO)c1 (stereo not given)	0.3	-9	2	-3	0.3	6	-7	-1	7
C/C(=N\NC(=O)c1cccs1)c1c(O)cc(C)oc1=O	0.2	-1	12	-4	0.5	-1	1	-3	15
CCCCCCCSc1ncnc2[nH]ncc12	1.1	-35	13	0	-0.1	-10	0	6	0
CCCn1c(=O)c(C(=O)Nc2ccccc2)c(O)c2ccccc21	0.5	11	4	-3	-0.6	13	4	4	-17
COc1ccc(CCNC(=O)c2cccnc2Cl)cc1OC	-0.7	-4	3	-3	0.1	-6	3	-7	8
CCN(C[C@H]1N[C@@](Cc2ccccc2)(C(=O)OC)[C@H]2C(=O)N(Cc3ccccc3)C(=O)[C@@H]12)C(=O)Nc1ccc(C(F)(F)F)cc1	1.0	62*	2	-1	0.0	1	-21	0	8
Cc1ccc(C(=O)N[C@H](C(=O)OCC(=O)c2ccc[nH]2)C(C)C)cc1	-0.8	-15	0	-8	-0.7	16	1	-29	-1
CN(C)/C=N/c1nc2nccc(-c3cccs3)n2n1	7.1*	-4	2	-7	-0.4	-2	3	-5	5
Cn1c(N)c(C(=O)COC(=O)c2cncc(Br)c2)c(=O)n(C)c1=O	0.4	-2	-1	-3	-0.3	1	-4	1	-1
Cc1cc(C)cc(C(=O)NC(CC(N)=O)c2ccc(NCCN3CCCC3)c([N+](=O)[O-])c2)c1 (stereo not given)	-1.2	1	-9	0	-0.2	14	5	1	20
O=C(CSc1ncn(-c2ccccc2)n1)Nc1ccc(Br)cn1	-0.1	8	-10	-1	0.2	-10	3	25	2
COc1ccc(S(=O)(=O)N2CCOCC2)cc1NC(=O)CCCOc1ccccc1	-1.1	1	-4	0	0.0	2	2	-42	-8
CCOc1ccc(N(CC(=O)NC2CCCC2)C(=O)CCCC(=O)Nc2ccccn2)cc1	0.2	-8	-2	-5	-0.1	-13	-3	6	7
O=C(NNC1=Nc2ccccc2SC1)c1cccc([N+](=O)[O-])c1	-0.7	18	-2	-3	1.0	1	5	7	-6
Cc1ccc(S(C)(=O)=O)cc1C(=O)Nc1cccc(S(=O)(=O)N2CCCCCC2)c1	-1.3	-1	3	0	-0.3	-2	-3	9	-13
COC(=O)c1ccc(COC(=O)c2[nH]c(C)c(C(C)=O)c2C)o1	1.8	-3	-1	-4	-0.5	-7	-2	0	15
O=C(OCc1cn([C@H]2CN(C(=O)C3CCCCC3)[C@@H](c3ccccc3)C[C@@H]2O)nn1)c1ccccc1	0.7	1	-7	-3	-0.4	1	-3	8	25
O=C(Cn1c2c(c(=O)n3ncnc13)CCC2)N/N=C/c1cccs1	0.3	0	-1	-4	-0.4	2	-5	5	-18
COc1ccc(OC)c(NC(=O)CCn2ccnc2)c1	0.0	-6	4	-1	0.0	2	2	-8	-5
COc1c(Br)cc(Br)cc1/C=C1/C(=O)N=C(N)N1C	2.0	-1	3	-3	0.2	-5	-4	4	5
CCc1ccc(-c2cn(-c3nc(C)cc(C)n3)c(=N)o2)cc1	-0.8	1	4	0	0.3	0	3	3	32
CCCn1c(NCc2ccc3c(c2)OCO3)nc2ccccc21	-1.3	0	0	-1	3.2	4	0	0	9
COc1ccc2oc(=N)c(C(=O)NCc3ccccc3)cc2c1	-0.1	-1	3	-1	0.0	2	-3	-96	1
CCN(CCCNC(=O)C1CCN(C(=O)c2cc3sccc3n2C)CC1)Cc1ccccc1	-1.4	0	11	-2	-0.6	-10	2	-1	-17
CCO[C@@H]1OC(C(=O)NCc2nc3ccccc3[nH]2)=C[C@H](C2CCCCC2)[C@H]1CCCO	2.0	17	5	1	15*	-7	-3	-13	7
Cc1ccccc1Cn1nnc(C(=O)Nc2ccc3c(c2)OCCO3)c1N	-0.7	10	-7	-1	-0.3	-5	4	3	6
Cc1ccc(N(C)S(=O)(=O)c2ccc3[nH]cc(C(=O)NCCCN4CCOCC4)c(=O)c3c2)cc1C	-0.6	2	7	-2	-0.6	-2	-2	-17	-1
O=C(/C=C/c1ccccc1)Oc1ccc(C(=S)N2CCOCC2)cc1	-0.8	4	2	-15	-1.0	9	3	27	4
CN(C)CCCN(Cc1ccccc1)C(=S)Nc1cccc(C(F)(F)F)c1	-1.2	8	-1	-1	0.0	0	-4	-53	-1
CCCN1CCN(CC(=O)NCC(=O)Nc2cccc(C)c2C)CC1	1.1	-8	-4	-4	-0.5	8	2	-7	0
O=C(NC12CC3CC(CC(C3)C1)C2)c1c(Cl)cccc1Cl	0.2	-5	15	-4	-0.7	11	1	4	0
O=[N+]([O-])c1ccc(C(O)C23CN4CN(CN(C4)C2)C3)cc1 (stereo not given)	1.4	-9	-2	-3	-0.4	-4	-3	-10	-2
CCN(C(=O)CN1CCN(c2cccc(C(F)(F)F)c2)CC1)c1c(N)n(Cc2ccccc2)c(=O)[nH]c1=O	0.1	-4	-2	-2	-0.5	-6	-4	5	-4
Cc1c(NS(=O)(=O)c2cccc(C(=O)O)c2)c(=O)n(-c2ccccc2)n1C	2.5	-7	7	-2	0.5	1	-2	0	11

A second format for some results above.
mol | MsrA inh | FAS-TE inh | NRP1-CendR mod | bovine MsrA act | Tb MetRS inh | E coli Lon inh | MT1-MMP act inh | MLLE-PAM2 inh | SKN-1 inh
O=C(Cn1c2c(c(=O)n3ncnc13)CCC2)N/N=C/c1cccs1 | 0.3 | 0 | -1 | -4 | -0.4 | 2 | -5 | 5 | -18
CCN(C[C@H]1N[C@@](Cc2ccccc2)(C(=O)OC)[C@H]2C(=O)N(Cc3ccccc3)C(=O)[C@@H]12)C(=O)Nc1ccc(C(F)(F)F)cc1 | 1.0 | 62* | 2 | -1 | 0.0 | 1 | -21 | 0 | 8
O=C(NNC1=Nc2ccccc2SC1)c1cccc([N+](=O)[O-])c1 | -0.7 | 18 | -2 | -3 | 1.0 | 1 | 5 | 7 | -6
COc1ccc(CCNC(=O)c2cccnc2Cl)cc1OC | -0.7 | -4 | 3 | -3 | 0.1 | -6 | 3 | -7 | 8

Remaining list, next part:
SMILES	MsrA inh	FAS-TE inh	NRP1-CendR mod	bovine MsrA act	Tb MetRS inh	E coli Lon inh	MT1-MMP act inh	MLLE-PAM2 inh	SKN-1 inh
O=C(C1CCC(Cn2c(=S)[nH]c3ccccc3c2=O)CC1)N1CCN(c2ccccn2)CC1 (stereo not given)	0.9	19	-5	-3	0.2	-7	-10	-57	-14
COC(=O)C1CN(C(=O)COc2ccc(C)c(C)c2)c2ccccc2O1 (stereo not given)	0.7	1	12	4	-0.4	-4	-1	-8	-7
CC1CCC2CCCCC2N1C(=O)c1cc([N+](=O)[O-])cc([N+](=O)[O-])c1 (stereo not given)	-0.1	13	-4	-1	-0.2	3	-6	0	3
O=[N+]([O-])c1ccc(N2CCCCC2)cn1	0.7	-8	-12	-7	-0.2	2	-2	-13	1
O=C(O)CSc1nnc(-c2ccccc2O)n1Cc1ccccc1	0.4	-9	1	2	0.5	-2	10	-25	-16
Nc1nc(CSc2nnc(-c3cccc(F)c3)n2-c2ccccc2)nc(N2CCOCC2)n1	0.9	-9	-3	-1	-0.1	-3	0	5	3
Cc1ccc(C)c(N(CC(=O)NCCSCc2ccco2)S(C)(=O)=O)c1	-0.2	0	-5	-3	-0.5	4	-7	29	-4
O=C(NCc1ccccc1C(F)(F)F)C1CC(c2cccc(F)c2)=NO1 (stereo not given)	0.4	-26	4	-3	0.1	7	3	9	8
Cc1cccc(NC(=O)CSc2ncnc3nc[nH]c23)c1C	0.8	-5	-5	-15	-1.3	0	-1	-104	-14
CCCOc1cccc(C(=O)N/N=C/c2coc3ccccc3c2=O)c1	0.7	9	-8	4	-0.2	-1	-4	6	3
COc1ccc2[nH]c(-c3ccc(C)cc3)cc(=O)c2c1	x	-5	12	-4	0.3	-5	-3	0	6
O=[N+]([O-])c1ccc(N2CCN(c3ccc(O)cc3)CC2)c(Cl)c1	1.1	7	-4	-2	7.2*	3	3	4	-8
Cc1nn(CC(=O)OCC(=O)NCCc2ccc(F)cc2)c(C)c1[N+](=O)[O-]	0.9	-7	18	-1	0.0	4	2	0	-12
OC(CCN1CCCCC1)(c1ccccc1)C1C[C@@H]2C=C[C@H]1C2 (stereo not given in full)	-1.6	-2	-6	-2	-0.2	-4	-11	-3	-3
Cc1cccc(Nc2ncc3c(n2)CC(c2ccco2)CC3=O)c1 (stereo not given)	1.5	9	-5	-1	-0.9	-3	-7	-1	-5
CN(C)c1cccc2c(S(=O)(=O)Nc3ccccn3)cccc12	3.2	-3	4	-1	1.2	4	-1	2	19
O=C1NC(NS(=O)(=O)c2ccccc2)(C(F)(F)F)C(=O)N1Cc1cccnc1 (stereo not given)	0.1	-7	-11	-8	-0.6	0	2	-10	-20
COc1ccc(CCn2c(C)nc3ccccc3c2=O)cc1OC	-0.8	-6	11	-2	-0.3	-1	0	-7	-4
CC(OC(=O)c1cccc(-n2cnnn2)c1)C(=O)Nc1ccc(F)cc1 (stereo not given)	-0.3	9	13	-3	0.5	-5	2	-1	-9
Cc1c(CCOC(=O)CC23CC4CC(CC(C)(C4)C2)C3)sc[n+]1CC(=O)c1ccccc1	-1.3	31	0	0	-0.7	1	-9	23	4
C/C(=N/NS(C)(=O)=O)c1ccc2ccccc2c1	0.9	-6	-3	-1	-0.2	-3	-2	1	15
COc1ccc(C(=O)O/N=C(\N)Cc2ccc(Cl)cc2Cl)cc1OC	2.6	-5	1	-4	0.1	-5	-6	-5	-5
Cc1ccc(S(=O)(=O)NCc2cccnc2)c(C)c1	-0.9	-4	-1	0	0.3	-19	2	1	13
CCOc1ccc(N(C(=O)CNC(=O)c2ccco2)C(C(=O)NC2CCCC2)c2cccnc2)cc1 (stereo not given)	0.3	-1	11	-7	-1.0	8	4	8	-10
COc1nc(NCC(C)C)nc(Oc2ccc(OCc3ccccc3)nn2)n1	-2.2	2	-4	-1	-0.7	-1	6	-1	28
CSC[C@@H]1NC(=S)N(c2ccc(C)cc2)C1=O	1.4	-6	0	-6	-0.7	-3	0	21	-1
CC(C)OC(=O)N(C)C[C@H]1OCc2cn(nn2)CCCC(=O)N([C@H](C)CO)C[C@@H]1C	1.9	-4	-6	-3	-0.5	-5	-1	10	-1
COCC1CCN(Cc2cn[nH]c2-c2cc(OC)c(OC)c(OC)c2)CC1	-0.2	0	1	0	-0.1	2	4	-2	0
O=C(N/N=C/c1ccc(C(=O)O)cc1)C(=O)N1CCCCCC1	1.2	-3	-12	-6	-0.3	3	0	-11	12
